STAT3 blocker: reduces IL-6 driven STAT3 reporter signal; U3A cells, IL-6 STAT3-luciferase reporter, luminescence; host cell line lacks STAT1; inhibition, % at 5.5 µM; 0.89% of 190,000 active; AID 862;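 active = inhibition above the mean inhibition across all screened compounds plus 3 SD, cut at about 44% in these data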;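 note: 0% = DMSO only wells and 100% = 100 µM nifuroxazide control wells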
NF-kB neuron act: raises NF-kB expression in human neuronal cells; NF-kB reporter expression; hits give high values; fold change at 12.5 µM; 1.6% of 190,000 active; AID 1239; in the data active = fold change above about 3.3
STAT1 blocker: inhibitors of IFN-gamma induced STAT1 signaling. NIH 3T3 STAT1-luciferase reporter, luminescence. inhibition, % at 5.5 µM. 0.35% of 200,000 active. AID 920;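 active = inhibition above a set limit, the mean inhibition across all tested compounds plus 3 SD, cut at about 34% in these data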;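 note: 0% = IFN-gamma with DMSO and 100% = IFN-gamma with 300 µM nifuroxazide; values of inactives mirror those of a sister screen read the other way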
APP 5'UTR act: APP 5'UTR luciferase reporter activation. 1% of 190,000 active. activation, % at 2 µM. SH-SY5Y APP 5'UTR luciferase reporter, luminescence; zero percent = DMSO vehicle wells. AID 1276;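 active = activation above a set limit, based on mean plus 3 SD of controls, cut at about 140% in these data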; note: values of inactives mirror those of a sister screen read the other way
DTT redox prof: compounds producing H2O2 with reducing agent – biochemical, NIH compound library profiling, artefact control for MLSCN library redox annotation, primary screen; DTT-dependent redox cycling H2O2, phenol red/HRP absorbance; 100% = 100 µM peroxide control, 0% = buffer; activation, % at 10 µM; 0.03% of 200,000 active;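 active = activation of at least 50% relative to the plate's high and low controls in the primary single-dose screen; inactive = activation below 50%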;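 note: compound incubated with DTT at 0.8 mM final as the reducing agent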
HMGR II inh: E. faecalis class II HMG-CoA reductase inhibition; 0.41% of 190,000 active; inhibition, % at 10 µM; purified E. faecalis HMGR, NADPH absorbance 340 nm kinetic;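 active = inhibition above a set limit, the median over all tested compounds plus 3 SD, cut at about 9.5% in these data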;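 note: enzyme runs in reverse so mevalonate oxidation gives rising NADPH absorbance; 0% = complete reaction with DMSO and 100% = background rate lacking mevalonate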
STAT1 act: STAT1 signaling activation; NIH 3T3 STAT1-luciferase reporter, IFN-gamma, luminescence; 100% = IFN-gamma alone, no compound; activation (% of control), % at 5.5 µM; 2.6% of 200,000 active; AID 932;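 active = activation above the screen-wide mean activation plus 3 SD, cut at about 130% in these data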;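 note: raw ratio to IFN-gamma control signal so 100% means no change and 0% no light; values of inactives mirror those of a sister screen read the other way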
STAT3 act: activators of IL-6 induced STAT3 signaling; U3A cells, IL-6 STAT3-luciferase reporter, luminescence; 100% = signal with IL-6 EC80 alone; activation (% of control), % at 5.6 µM; 0.91% of 190,000 active;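 active = activation above the screen-wide mean of compound activation plus 3 SD, cut at about 130% in these data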;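 note: 0% = background luminescence of wells with medium and substrate only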
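Material: STAT3-luciferase reporter U3A cells. Controls: IL-6-treated wells, 100% activation. Read-out: % activation versus median of IL-6-stimulated wells. Probe or stimulus: IL-6 stimulus at 33 ng/mL final. Timing: compound 1 h, then IL-6 6 h at 37 °C. Signal: reporter luminescence signal.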
Hsp70 activator: switches on Hsp70 transcription; HeLa Hsp70 promoter luciferase reporter, luminescence; scaled: vehicle 0, proteasome-inhibitor control 100%; activation, % at 10 µM; 0.04% of 200,000 active; AID 1203;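 active = activation above the mean across all tested compounds plus 3 SD, cutoff set per campaign, cut at about 5.5% in these data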;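 note: 100% = MG132 at 30 µM as the positive control and 0% = DMSO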
TLR4 MyD88 comp: inhibitors of human TLR4-MyD88 binding | 0.18% of 200,000 active | inhibition, % at 8.4 µM | HeLa CL3-4 TLR4/MyD88 BLA complementation, FRET ratio; in the data active = inhibition above about 25%;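 note: 0% = vehicle and 100% = reference inhibitor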
Target sequence (O00206 whole entry, looked up): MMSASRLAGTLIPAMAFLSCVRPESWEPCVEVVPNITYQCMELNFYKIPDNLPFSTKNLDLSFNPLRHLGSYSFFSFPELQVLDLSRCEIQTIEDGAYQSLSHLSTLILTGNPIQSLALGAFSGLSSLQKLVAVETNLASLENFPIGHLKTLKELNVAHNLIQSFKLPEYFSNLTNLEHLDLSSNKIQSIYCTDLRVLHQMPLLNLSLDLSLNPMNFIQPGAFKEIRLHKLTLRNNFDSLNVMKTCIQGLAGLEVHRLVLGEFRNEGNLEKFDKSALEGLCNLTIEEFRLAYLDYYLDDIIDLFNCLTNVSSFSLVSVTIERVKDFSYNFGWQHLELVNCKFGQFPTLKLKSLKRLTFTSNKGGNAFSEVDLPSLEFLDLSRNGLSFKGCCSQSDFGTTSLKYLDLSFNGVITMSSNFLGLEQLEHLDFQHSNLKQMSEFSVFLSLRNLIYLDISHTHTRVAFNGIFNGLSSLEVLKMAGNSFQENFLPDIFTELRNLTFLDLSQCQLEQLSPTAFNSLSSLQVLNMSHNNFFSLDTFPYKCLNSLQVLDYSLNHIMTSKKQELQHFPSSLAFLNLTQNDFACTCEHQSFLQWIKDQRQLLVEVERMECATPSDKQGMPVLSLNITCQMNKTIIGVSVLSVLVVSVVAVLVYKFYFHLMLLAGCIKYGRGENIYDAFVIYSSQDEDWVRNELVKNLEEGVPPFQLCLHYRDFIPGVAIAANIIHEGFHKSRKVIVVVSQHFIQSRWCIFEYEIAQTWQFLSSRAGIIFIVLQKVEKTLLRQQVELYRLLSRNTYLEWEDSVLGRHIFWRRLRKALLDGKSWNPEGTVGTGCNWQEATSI
Target sequence (Q99836 whole entry, looked up): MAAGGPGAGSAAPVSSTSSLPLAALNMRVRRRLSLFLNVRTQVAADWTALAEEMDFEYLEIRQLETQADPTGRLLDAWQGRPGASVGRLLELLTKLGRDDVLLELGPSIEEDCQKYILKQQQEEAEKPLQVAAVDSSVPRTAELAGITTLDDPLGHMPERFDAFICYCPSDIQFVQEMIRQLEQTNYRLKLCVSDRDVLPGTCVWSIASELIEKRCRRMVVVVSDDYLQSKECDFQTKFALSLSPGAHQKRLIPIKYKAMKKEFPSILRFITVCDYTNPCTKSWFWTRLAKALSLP
* marks the source's active call; other numbers are inactive results; nt = not tested or not shown. Hits appear at their usual frequency. Share with any hit: about 5.6%.

SMILES | STAT3 blocker | NF-kB neuron act | STAT1 blocker | APP 5'UTR act | DTT redox prof | HMGR II inh | STAT1 act | STAT3 act | Hsp70 activator | TLR4 MyD88 comp
CCOc1cc(NS(=O)(=O)c2ccc(OC)cc2)c(OCC)cc1NC(=O)c1ccco1 | 1.2 | 1.25 | -0.8 | 18.3 | 1.2 | -0.1 | 100.7 | 102.1 | -0.1 | -4.8
Cc1ccsc1C(=O)N1CCCC(CCC(=O)NCc2ccc(F)c(F)c2)C1 (stereo not drawn) | -0.9 | 1.08 | 4.5 | 6.4 | -0.3 | -4.2 | 94.1 | 102.8 | -0.2 | 10.2
CC(=O)N(CCO)Cc1cc2cc(C)cc(C)c2[nH]c1=O | 4.3 | 1.13 | -0.3 | 3.4 | -0.1 | 0.9 | 100.3 | 98.5 | -0.1 | -9.3
Cc1ccc(C)c2[nH]c(=O)c(CCNC(=O)c3ccc4c(c3)OCO4)cc12 | 25.4 | 1.05 | -0.9 | -2.6 | 0.2 | 2.1 | 100.9 | 79.9 | -0.4 | 6.0
NC(=O)COC(=O)CSc1cccc2cccc(Cl)c12 | 3.6 | 0.91 | -4.4 | -5.8 | -2.0 | -1.7 | 102.7 | 102.8 | 0.0 | -2.0
Cc1ccc(OCC(=O)Nc2ccccc2F)cc1C | 15.0 | 1.36 | 2.4 | 51.8 | -0.4 | -3.0 | 96.0 | 89.1 | -0.2 | -16.4
CCOC(=O)Nc1ccc(S(=O)(=O)N2CCC(C)CC2)cc1 | 9.2 | 0.41 | 11.2 | 12.2 | -0.5 | -3.8 | 89.8 | 100.0 | 0.1 | -19.2
Cc1ccsc1C1C2=C(CCCC2=O)Nc2ncnn21 (stereo not drawn) | 2.6 | 0.98 | -3.7 | -11.8 | 1.8 | -14.3 | 106.2 | 99.7 | -0.4 | 0.5
O=C(Nc1nc(-c2ccccc2)cs1)C1CCCN(S(=O)(=O)c2cccc([N+](=O)[O-])c2)C1 (stereo not drawn) | -1.6 | 0.83 | -0.7 | 9.9 | 0.1 | -2.2 | 100.6 | 100.0 | -0.4 | 3.3
CNC(=O)N(c1ccccc1)c1ccccc1 | -3.5 | 1.2 | 2.9 | 2.1 | 1.6 | 1.3 | 97.3 | 103.0 | -0.5 | -0.9
CN1CCN(C(=S)c2cn(Cc3ccccc3F)c3ccccc23)CC1 | 9.2 | 1.1 | 7.2 | 18.0 | -1.1 | -1.8 | 91.9 | 101.1 | 1.2 | -7.1
COc1ccccc1NC(=O)C(=O)NCC1COc2ccccc2O1 (stereo not drawn) | 5.2 | 1.21 | -6.1 | -12.6 | -1.1 | 1.4 | 105.2 | 103.8 | 0.5 | 12.7
Cc1nn(-c2ccccc2)c(C)c1/C=N/NC(=O)c1cc(-c2cccc3ccccc23)n[nH]1 | -8.5 | 0.42 | -3.4 | -4.3 | 0.1 | 0.3 | 103.1 | 106.8 | -0.2 | 9.6
CC(C)NC(=O)NC(=O)COC(=O)CCOc1ccccc1 | 10.6 | 1.04 | 1.0 | -19.1 | -0.1 | 4.5 | 99.1 | 97.2 | -0.3 | 1.0
CCOC(=O)c1ccc(NC(=O)CCSCCc2ccccn2)cc1 | 1.1 | 1.04 | 5.5 | -10.5 | -0.1 | -0.5 | 93.8 | 100.4 | 0.7 | 1.6
COc1cc(NS(=O)(=O)c2ccc(NC(=O)c3ccc(S(=O)(=O)N4CCCCC4)cc3)cc2)ncn1 | 5.2 | 1.16 | -1.9 | -1.1 | 2.7 | 0.8 | 101.3 | 97.5 | -0.3 | 3.6
Cc1cccc(CCNC(=O)c2cc(=O)[nH]c3ccc(Br)cc23)c1 | -2.1 | 1.05 | -2.3 | 7.0 | 0.6 | 2.8 | 102.1 | 101.3 | -0.2 | 7.0
COc1ccc(OC)c(NC(=O)CN(c2ccc(OC)c(Cl)c2)S(C)(=O)=O)c1 | -8.8 | 0.74 | -2.0 | -2.3 | 0.6 | 1.7 | 100.7 | 113.2 | -0.2 | -5.7
Cc1ccc([N+](=O)[O-])cc1NC(=O)C(C)N1CCCCC1 (stereo not drawn) | 10.1 | 1.29 | -3.7 | -0.1 | -1.0 | -2.7 | 101.5 | 98.5 | -0.3 | -11.3
CS(=O)(=O)N1CCC(C(=O)Nc2c(F)cccc2F)CC1 | -2.4 | 1.25 | -7.2 | 6.8 | 19.1 | -8.9 | 106.6 | 107.2 | -0.3 | -2.6
CCCOc1ccc(C2c3c(oc4ccccc4c3=O)C(=O)N2CCCN2CCOCC2)cc1 (stereo not drawn) | 14.3 | 1.01 | -0.8 | 8.5 | -0.7 | -1.9 | 100.8 | 92.8 | 0.1 | 2.8
Cc1oc2ccc(Br)cc2c(=O)c1-c1nn[nH]n1 | 14.3 | 1.02 | -10.5 | -6.9 | -1.3 | -1.2 | 107.9 | 96.2 | 0.6 | -18.7
CCCN1C(=O)/C(=C/c2ccc(C)o2)SC1=Nc1ccc(OCC)cc1 | 2.7 | 1.36 | -3.1 | 13.1 | 3.0 | 4.5 | 102.8 | 100.7 | -0.3 | -4.7
O=C(O)C1CCCCC1C(=O)Nc1ccc(F)c(F)c1 (stereo not drawn) | 5.1 | 1.39 | 10.4 | 0.7 | 0.4 | -0.7 | 90.7 | 96.5 | -0.4 | -5.0
O=S(=O)(N/N=C/c1ccc2c(c1)OCCO2)c1ccc(Cl)cc1 | 2.1 | 1.08 | -7.5 | 17.5 | -0.9 | 0.2 | 106.8 | 104.6 | -0.3 | -7.5
O=C(NCCCNCc1ccccc1)c1ccncc1 | 2.1 | 1.18 | -9.1 | -9.1 | 2.4 | -1.9 | 108.3 | 101.4 | -0.5 | 12.9
O=C(N/N=C/c1ccc(F)cc1)c1c(O)c2ccccc2[nH]c1=O | 11.6 | 1.28 | -1.9 | 12.1 | 0.1 | 4.7 | 101.7 | 89.5 | 0.1 | 3.1
O=C1C2CCCN2C(c2ccccc2F)N1c1ccc(Cl)cc1 (stereo not drawn) | -6.6 | 1.18 | 7.4 | 18.5 | 0.1 | -3.1 | 93.3 | 109.8 | -0.1 | -4.8
COc1cc(O)cc(O)c1C(=O)/C=C/c1ccccc1 | nt | 1.17 | 24.3 | 23.1 | 0.4 | 2.5 | 76.8 | nt | -0.2 | -11.6
OC(CNCCCCNCC(O)C(F)(F)F)C(F)(F)F (stereo not drawn) | 4.7 | 1.35 | -6.8 | 5.1 | -0.4 | -4.8 | 104.6 | 105.5 | 0.0 | -4.1
CC(=O)NC(CCS(C)(=O)=O)C(=O)Nc1ccccc1C (stereo not drawn) | 3.2 | 1.65 | 1.6 | 2.1 | 0.8 | 0.4 | 98.5 | 100.4 | -0.1 | 11.7
Cc1cccc(NC(=O)N(Cc2nc3ccccc3c(=O)[nH]2)C2CCCC2)c1 | 0.7 | 1.04 | -0.7 | 9.1 | -0.3 | -2.7 | 100.6 | 101.7 | -0.1 | 10.8
CCCCOc1nc2ccccc2nc1C(C#N)S(=O)(=O)c1ccccc1 (stereo not drawn) | 8.5 | 0.91 | 2.4 | -9.1 | 4.5 | -1.6 | 97.8 | 94.9 | -0.1 | -7.1
COc1ccc(Nc2ncccc2C(=O)Nc2ccccc2)cc1 | 21.9 | 1.08 | -3.3 | 9.3 | -0.4 | 1.6 | 103.1 | 84.1 | -0.1 | -3.1
CC1CC/C(=C\c2ccc3c(c2)OCO3)C(=O)/C1=C/c1ccc2c(c1)OCO2 (stereo not drawn) | 2.7 | 1.5 | 16.3 | 2.3 | -6.9 | -6.2 | 85.4 | 99.0 | -0.2 | -4.3
Cc1cccc(OCCN2C(=O)c3ccccc3C2=O)c1 | -5.4 | 1.88 | -46.0 | 18.0 | -0.4 | 4.6 | 140.2* | 108.8 | 0.1 | 11.2

Four of the compounds above, as tab-separated lines.
mol	STAT3 blocker	NF-kB neuron act	STAT1 blocker	APP 5'UTR act	DTT redox prof	HMGR II inh	STAT1 act	STAT3 act	Hsp70 activator	TLR4 MyD88 comp
O=C(N/N=C/c1ccc(F)cc1)c1c(O)c2ccccc2[nH]c1=O	11.6	1.28	-1.9	12.1	0.1	4.7	101.7	89.5	0.1	3.1
O=C1C2CCCN2C(c2ccccc2F)N1c1ccc(Cl)cc1 (stereo not drawn)	-6.6	1.18	7.4	18.5	0.1	-3.1	93.3	109.8	-0.1	-4.8
COc1cc(O)cc(O)c1C(=O)/C=C/c1ccccc1	nt	1.17	24.3	23.1	0.4	2.5	76.8	nt	-0.2	-11.6
OC(CNCCCCNCC(O)C(F)(F)F)C(F)(F)F (stereo not drawn)	4.7	1.35	-6.8	5.1	-0.4	-4.8	104.6	105.5	0.0	-4.1

Next results:
SMILES | STAT3 blocker | NF-kB neuron act | STAT1 blocker | APP 5'UTR act | DTT redox prof | HMGR II inh | STAT1 act | STAT3 act | Hsp70 activator | TLR4 MyD88 comp
NC(=O)C1(N2CCCCC2)CCN(Cc2ccccc2Cl)CC1 | 3.6 | 0.93 | 6.7 | -3.0 | -0.7 | -0.2 | 90.8 | 100.2 | 0.3 | 11.3
COc1ccc(OC)c(S(=O)(=O)NC2CCN(Cc3ccccc3)CC2)c1 | 19.7 | 0.95 | 3.0 | 14.8 | 0.0 | -2.7 | 97.2 | 85.3 | 0.1 | -11.1
OC(CN1C2=NCCCN2c2ccccc21)c1ccc(Cl)cc1 (stereo not drawn) | 12.5 | 0.92 | 5.1 | nt | -0.8 | -6.5 | 95.4 | 96.8 | -0.2 | 5.8
O=C(O)c1cc(S(=O)(=O)N2CCCCC2)sc1Cl | -4.2 | 0.92 | -3.9 | -14.6 | -0.2 | -0.6 | 103.4 | 105.9 | -0.4 | -12.8
Cc1ccc2c(c1)C(c1ccc(N3CCOCC3)cc1)=NNC(c1cccs1)=N2 | 5.3 | 1.06 | -9.5 | 1.9 | -3.0 | -1.6 | 108.6 | 96.1 | 0.3 | 3.2
CC(C)Oc1cccc(C(=O)NC(=S)Nc2ccc3c4c(cccc24)CC3)c1 | 17.9 | 0.91 | 2.1 | 28.2 | 2.5 | 0.6 | 98.1 | 94.1 | -0.1 | 12.6
O=C(Nc1nnc(C2CC2)s1)c1cccc(S(=O)(=O)N2CCc3ccccc32)c1 | -5.7 | 1.15 | -1.8 | -1.3 | 1.1 | 4.8 | 101.6 | 109.7 | 0.1 | 0.8
O=C(COc1cccc(NC(=O)c2ccco2)c1)c1ccc(F)cc1 | 4.2 | 0.81 | -2.1 | 0.5 | 0.6 | -16.2 | 102.0 | 97.4 | 0.0 | -7.7
Cc1cc2cc(CNC(=O)c3ccc(S(=O)(=O)N(C)C)cc3)ccc2n1C | 12.9 | 0.92 | -4.6 | 0.5 | 0.1 | -4.9 | 104.2 | 96.5 | 1.0 | -14.3
O=C(O)C1C(c2ccccc2)C(C(=O)Oc2ccccc2)C1c1ccccc1 (stereo not drawn) | 8.6 | 0.99 | 0.7 | 3.0 | 0.1 | -4.2 | 99.4 | 98.5 | -0.2 | -4.8
CCOc1ccc(N(C(=O)CNC(=O)c2cccs2)C(C(=O)NCC2CCCO2)c2ccc(OC)c(OC)c2)cc1 (stereo not drawn) | -3.0 | 1.39 | 1.8 | -14.9 | -0.4 | 2.7 | 97.5 | 109.4 | 0.1 | 2.3

Assay outcomes (PubChem)
